Screening data as filed in PubChem BioAssay.
OXTR potentiate: human OXTR potentiation. P30559. CHO-OTR cells, Fluo-8 calcium fluorescence, potentiator mode; 0% = oxytocin EC15, 100% = EC100. activation, % at 3 µM. hit rate 0.061% among 320,000;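 active = activation above that plate's cutoff, the mean activation of tested compounds plus 3 SD, cut at about 6.6% in these data, passing the limit was not always enough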;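 also: 100% uses oxytocin at 75 nM as the full agonist control; some results filed as inactive read as strong as hits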
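Assay system: CHO cell line stably expressing human OTR. Reagent: EC15 oxytocin agonist. Dosing: single dose, 3.0 µM nominal final compound concentration. Timing: compound 6 min at room temperature before oxytocin, 100 s read. Signal: kinetic Fluo-8 calcium fluorescence. Controls: oxytocin EC15 low and EC100 high.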
CHO-K1 Ca antag: counter-screen for M1 antagonists: effect in parental CHO-K1 cells | ATP-induced calcium, Fluo-8 fluorescence | inhibition, % at 3 µM | hit rate 0.6% among 360,000;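 active = inhibition above a per-plate cutoff, the plate's mean sample inhibition plus 3 SD, cut at about 24% in these data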;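 also: 0% = DMSO plus EC80 ATP and 100% = DMSO alone without ATP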
TAAR1 antagonist: antagonists of human TAAR1. Q96RJ0. hit rate 1.5% among 360,000. inhibition, % at 3 µM. AID 624466. CHO RD-HGA16 TAAR1, Fluo-8 calcium fluorescence, antagonist;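 active = inhibition above a per-plate cutoff, the mean inhibition of test compounds on that plate plus 3 SD, cut at about 49% in these data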;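 also: 0% = DMSO plus EC80 beta-PEA response and 100% = DMSO alone without agonist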
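test system = CHO RD-HGA16 cells bearing hTAAR1 | replication = singlicate | controls = DMSO-only wells and EC80 β-PEA-stimulated wells | reagent = EC80 β-phenethylamine stimulus | read-out basis = percent inhibition of PEA-evoked calcium signal, max/basal emission ratio | schedule = seeding 17-24 h prior, 75-min 37 °C, 30-min RT dye loading | signal = kinetic Fluo-8 calcium fluorescence measurement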
CHO-K1 Ca ag: counter-screen for M1 agonists: effect in parental CHO-K1 cells. Fluo-8 calcium fluorescence; scaled to maximal ATP response, vehicle zero. activation, % at 3 µM. hit rate 0.48% among 360,000. AID 602248; in the data active = activation above about 15%;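 also: untransfected CHO-K1 host cells lacking M1 receptor as counterscreen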
CHO parental Ca: signal in parental CHO cells, OX1R antagonist counter-screen; parental CHO-K1, ATP-induced calcium, Fluo-8 fluorescence; AID 463079; inhibition, % at 5.6 µM; hit rate 0.63% among 330,000;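 active = inhibition above that plate's mean sample inhibition plus 3 SD, cut at about 26% in these data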;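 also: 0% = ATP-challenged DMSO wells and 100% = DMSO wells without ATP; some compounds past the cut are filed as inactive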
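Assay system – parental CHO cells · Reagent – ATP stimulus · Detection – intracellular calcium via Fluo-8 no-wash fluorescent dye · Evaluation – percent inhibition of ATP-evoked calcium rise, normalized to controls · Controls – ATP wells versus no-ATP DMSO wells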
TAAR1 agonist: human TAAR1 agonism | activation, % at 3 µM | Q96RJ0 | hit rate 0.99% among 360,000 | CHO RD-HGA16 TAAR1, Fluo-8 calcium fluorescence; vehicle wells 0%, saturating PEA agonist 100%;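 active = activation above the mean activation of all test compounds in the run plus 3 SD, cut at about 38% in these data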
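Signal – calcium-sensitive Fluo-8 signal, excitation 470-495, emission 515-575 nm · System – RD-HGA16 (CHO) cells co-expressing Gα16 and hTAAR1 · Incubation – 17-24 h seeding, 75 min 37 °C dye, 30 min RT · Compound dosing – 3 µM single concentration · Repeats – no replicates (n 1)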
M1 ag: agonists of human M1 muscarinic receptor | CHO-K1 hM1, Fluo-8 calcium fluorescence, agonist mode; 0% DMSO, 100% acetylcholine EC100 | activation, % at 3 µM | P11229 | hit rate 0.33% among 360,000;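 active = activation above the run's mean compound activation plus 3 SD, cut at about 16% in these data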;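 also: peak over basal fluorescence ratio within a 140 s kinetic read after compound addition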
Target sequence (P11229 whole entry, looked up): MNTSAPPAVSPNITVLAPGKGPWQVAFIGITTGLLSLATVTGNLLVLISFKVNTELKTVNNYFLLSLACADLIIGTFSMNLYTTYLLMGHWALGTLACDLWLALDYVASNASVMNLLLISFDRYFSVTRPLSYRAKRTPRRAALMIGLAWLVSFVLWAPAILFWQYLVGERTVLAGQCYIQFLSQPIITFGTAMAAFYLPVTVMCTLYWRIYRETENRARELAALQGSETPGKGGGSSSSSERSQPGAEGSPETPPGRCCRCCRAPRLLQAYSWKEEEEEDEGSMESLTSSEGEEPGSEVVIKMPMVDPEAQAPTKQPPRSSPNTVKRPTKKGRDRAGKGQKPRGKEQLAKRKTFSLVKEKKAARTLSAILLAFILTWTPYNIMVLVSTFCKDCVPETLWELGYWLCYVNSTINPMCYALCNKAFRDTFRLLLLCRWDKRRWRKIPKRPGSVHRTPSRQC
V1aR counter: V1a receptor agonism, counter-screen for OXTR agonists | P37288 | CHO-V1R cells, Fluo-8 calcium fluorescence, agonist mode; 0% DMSO, 100% 3 nM vasopressin | activation, % at 3 µM | hit rate 0.25% among 320,000;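 active = activation above the mean activation of all tested compounds plus 3 SD, per screening run, cut at about 20% in these data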;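 also: signal is peak over basal fluorescence ratio across a 100 second FLIPR read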
Target sequence (P37288 whole entry, looked up): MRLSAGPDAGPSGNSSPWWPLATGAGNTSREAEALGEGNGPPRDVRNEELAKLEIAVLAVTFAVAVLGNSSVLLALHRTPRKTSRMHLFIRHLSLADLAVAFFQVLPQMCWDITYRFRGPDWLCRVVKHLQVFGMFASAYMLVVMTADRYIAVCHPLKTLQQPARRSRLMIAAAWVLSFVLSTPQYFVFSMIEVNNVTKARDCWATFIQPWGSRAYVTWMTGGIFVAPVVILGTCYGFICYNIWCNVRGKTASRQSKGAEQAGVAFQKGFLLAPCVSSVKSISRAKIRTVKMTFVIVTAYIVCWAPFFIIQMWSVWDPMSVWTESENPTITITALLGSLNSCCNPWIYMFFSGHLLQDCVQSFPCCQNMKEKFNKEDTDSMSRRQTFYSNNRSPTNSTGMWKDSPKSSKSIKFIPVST
M1 PAM parental: M1 PAM counterscreen hit in parental CHO-K1 cells. ATP EC20, Fluo-8 calcium fluorescence; 0% at ATP EC20, 100% at ATP max. hit rate 0.02% among 360,000. activation, % at 3 µM. AID 602247;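 active = activation above the run cutoff, the mean activation of all test compounds plus 3 SD, cut at about 40% in these data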;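 also: peak over basal fluorescence ratio in a 140 s read after ATP addition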
* hit, by the source's call; · = not tested or not shown.

SMILES	OXTR potentiate	CHO-K1 Ca antag	TAAR1 antagonist	CHO-K1 Ca ag	CHO parental Ca	TAAR1 agonist	M1 ag	V1aR counter	M1 PAM parental
Nc1ccc(C(=O)OCC(=O)N2c3ccccc3Sc3ccccc32)cc1[N+](=O)[O-]	-5	2	-17	9.6	-1	6	-5	0.6	11
OCc1cc(-c2ccccn2)no1	2	-10	-3	0.2	-1	7	-4	1.6	8
CCCn1nc(C(=O)NCCc2ccc(S(N)(=O)=O)cc2)c2ccccc2c1=O	-5	-5	12	0.7	-6	3	-3	0.5	-2
COC(=O)[C@@]1(Cc2ccc(OC)cc2)[C@H]2c3cc(C(=O)N4CCCC4)n(CCn4cc([N+](=O)[O-])nc4C)c3C[C@H]2CN1C(=O)c1ccccc1	-9	-5	-6	0.0	-18	3	-5	-0.4	10
O=C1C2CCCN2C(=S)N1C1CCCCC1 (stereo unspecified)	-5	-2	-4	-0.1	13	5	-6	-0.6	-6
Cc1nnnn1/C(=C\c1ccccc1)C(=O)OCC(=O)Nc1ccc(Cl)cc1F	-8	2	2	1.9	-1	0	-6	0.1	-5
CC(C)(C)C1CCC(OCC(O)CN2CCN(Cc3ccccc3)CC2)CC1 (stereo unspecified)	-8	-3	-37	3.5	-27	27	-8	4.6	17
Cc1cc(F)ccc1NCc1cccnc1	-6	-7	-8	0.5	-8	3	-3	0.5	14
CN1CCN(S(=O)(=O)c2csc(C(N)=O)c2)CC1	-3	1	-18	0.2	0	7	1	0.1	-5
Cc1ccc2ncnc(NCCCN3CCOCC3)c2c1	2	-20	12	0.7	-1	2	-5	1.2	6
CCSC1=N/C(=C\c2cccnc2)C(=O)N1c1ccccc1	-2	-10	4	1.6	-13	9	-10	-1.1	8
Fc1ccc(CNC(=S)NC2CCCCC2)cc1	-11	-4	22	1.0	-12	1	-8	0.5	-1
Nc1ccccc1NC1=CC(=O)CC(c2ccco2)C1 (stereo unspecified)	-17	-4	17	0.8	-14	0	2	-0.2	8
O=C(CSc1ccc(Cl)cc1)NNC(=O)c1ccco1	2	-6	-26	0.6	-4	1	-1	-0.4	-13
CN(CC(=O)Nc1cc(C(F)(F)F)ccc1-n1cncn1)Cc1nc2ccccc2c(=O)[nH]1	·	-11	4	2.0	·	5	-4	·	-1
Cc1nn(-c2ccccc2)c(N2CCCC2)c1/C=C1\N=C(c2ccccc2)OC1=O	-6	10	-5	-0.3	8	4	-2	0.3	0
Cc1sc2ncnc(OCC(=O)NC(C)C)c2c1C	-14	17	-9	0.1	-16	5	-2	0.3	-7
Cc1cc(C)c2[nH]c(=O)c(C(c3nnnn3CC3CCCO3)N3CCC(C)CC3)cc2c1 (stereo unspecified)	-6	-3	-4	0.3	-17	9	-6	-0.9	14
CC(=O)N1CCN(Cc2cc(=O)n3cc(Cl)c(C)c(Cl)c3n2)CC1	-14	-9	-12	0.6	1	3	-5	1.0	16
C=CCNC(=S)NS(=O)(=O)c1cccs1	-8	-6	9	0.2	-4	7	-10	0.2	13
O=C(NN1CCOCC1)c1cccc(Br)c1	-5	1	-6	0.3	1	0	1	0.1	5
COC(=O)c1cc(CNC(=O)C(C)NS(=O)(=O)c2ccc(C)c(C)c2)ccc1OC (stereo unspecified)	-7	-7	-10	0.9	-15	1	-4	1.5	9
Cc1ccc(C(=O)Nc2cccnc2N2CCN(C)CC2)cc1	-17	-16	-14	1.3	11	5	-7	-0.5	5
COc1ccc(NS(=O)(=O)c2ccc(C)c(C(=O)NCc3ccccc3CN3CCCC3)c2)cc1	·	-13	-5	1.5	·	4	-9	·	7
C=C(C)COc1ccc2c(C)c(CC(=O)N3C[C@H]4C[C@@H](C3)c3cccc(=O)n3C4)c(=O)oc2c1	8	6	8	0.1	-17	1	-8	1.1	11
Cc1ccc(OC(=O)c2ccc3nc(C)sc3c2)cc1	-3	·	0	·	-10	0	·	0.2	·
O=C1CSC(c2cccc([N+](=O)[O-])c2)N1c1ccccc1 (stereo unspecified)	-1	-10	-5	-0.2	-8	0	-14	-0.2	19
COc1cc(/C=N/N(C)C)ccc1OC(=O)c1cccs1	-9	-20	-3	0.8	-5	-1	-4	-0.4	14
O=C(c1cnccn1)N1CCN(S(=O)(=O)c2ccc3ccccc3c2)CC1	-5	7	-1	0.9	-6	8	-3	2.8	-4
CCOC(=O)c1[nH]c(C)c(C(=O)NC2CCCCCC2)c1C	-6	-13	4	0.2	-8	7	-2	0.4	15
O=C(Nc1ccc(Nc2ccccc2)cc1)c1c(F)c(F)c(F)c(F)c1F	-12	-9	5	0.5	15	4	2	3.0	12
Cc1ccc2c(c1)nnn2C1CCN(S(=O)(=O)c2ccc(C(=O)N3CC(C)CC(C)C3)cc2)CC1 (stereo unspecified)	-11	-13	1	0.9	-26	0	-1	1.5	18
O=C(NNc1c2ccccc2nc2ccccc12)c1ccc(O)cc1	-12	7	17	1.2	-1	4	-6	-0.9	-9
COc1ccc(S(=O)(=O)N2CCCC2CNC(=O)C(=O)NCCc2ccccc2)cc1 (stereo unspecified)	-12	19	97*	5.8	-16	92*	-1	1.0	-6
CCOC(=O)C1CCN(C(=O)C2CCN(S(=O)(=O)N3CCCC3)CC2)CC1	1	-4	11	0.1	-2	1	-3	0.4	9
Cc1ccc(S(=O)(=O)CC(=O)Nc2nnc(C(C)(C)C)s2)cc1	-10	-3	-11	-0.2	-4	4	-11	0.0	-6
CCC12C(=O)C(CC)(C(c3ccccc3)=C1c1ccccc1)[C@@H]1C(=O)N(c3ccccc3)C(=O)C12 (stereo partly specified)	-1	-10	-32	0.0	-28	3	-4	1.9	24
COc1ccc(CCC2(C)NC(=O)N(C(C)C(=O)Nc3ccccc3F)C2=O)cc1 (stereo unspecified)	-5	-7	3	0.3	-10	1	0	-0.1	2
COc1ccc(NC(=O)CCc2nnc3ccc(NCc4ccco4)nn23)cc1	0	-14	2	0.6	-7	-1	-1	-0.1	20
COc1ccccc1C(=O)Nc1nnc(SCC(=O)NCc2ccco2)s1	-9	-10	·	2.4	-7	·	-5	-0.5	15
Cc1ccc(NCC(=O)N/N=C\c2ccc[nH]2)cc1	-6	-1	-27	0.3	-12	2	-1	0.5	8
C[C@]12C=C[C@H](O)CC1=CCC1C2CC[C@@]2(C)C1CCC21OCCO1 (stereo partly specified)	-4	-10	7	-0.2	-5	1	2	0.7	11
O=C(NC(Cc1ccccc1)C(=O)N1CCN(S(=O)(=O)c2ccccc2F)CC1)c1ccccc1 (stereo unspecified)	-5	-5	24	0.1	-19	8	-3	2.7	-8
Cc1cc(OCC(=O)N2CCCC2)cc(C)c1Cl	-17	-9	6	-0.1	4	1	-3	0.3	6
CCC(=NCCc1c(C)[nH]c2ccc(OC(F)(F)F)cc12)C1=C(O)CC(c2ccccc2)CC1=O (stereo unspecified)	-4	-10	-11	0.6	-8	3	-7	0.0	5
FC(F)(F)c1ccccc1Cc1c(-c2ccccc2)nc2c3ccccc3ccn12	·	-14	-25	0.2	·	0	-1	·	4
CCCc1c(C(=O)N/N=C/c2c[nH]c3ccccc23)nnn1-c1nonc1N	·	-2	63*	2.0	·	29	2	·	6
O=C(COc1ncnc2sccc12)N1CCN(C(=O)c2ccco2)CC1	-10	-8	-12	0.2	14	0	-4	0.0	15

Single records, as listed above. Values in the order: OXTR potentiate, CHO-K1 Ca antag, TAAR1 antagonist, CHO-K1 Ca ag, CHO parental Ca, TAAR1 agonist, M1 ag, V1aR counter, M1 PAM parental
Profile of COc1cc(/C=N/N(C)C)ccc1OC(=O)c1cccs1 : -9, -20, -3, 0.8, -5, -1, -4, -0.4, 14
Profile of CCOC(=O)C1CCN(C(=O)C2CCN(S(=O)(=O)N3CCCC3)CC2)CC1 : 1, -4, 11, 0.1, -2, 1, -3, 0.4, 9
Profile of Cc1nn(-c2ccccc2)c(N2CCCC2)c1/C=C1\N=C(c2ccccc2)OC1=O : -6, 10, -5, -0.3, 8, 4, -2, 0.3, 0

New compounds follow
SMILES	OXTR potentiate	CHO-K1 Ca antag	TAAR1 antagonist	CHO-K1 Ca ag	CHO parental Ca	TAAR1 agonist	M1 ag	V1aR counter	M1 PAM parental
CCCCCSc1nnc(-c2ccccc2N)c(=O)[nH]1	-6	-13	-3	3.8	-8	-1	-7	4.2	20
Cc1ccc(CN2CCNC(=O)C2CC(=O)NCc2cc(C)n(C)n2)cc1 (stereo unspecified)	-3	-5	0	1.1	-1	1	-3	-0.2	3
O=C(CSc1cccc2cccc(Cl)c12)OCC(=O)N1CCN(C(=O)c2ccco2)CC1	-16	-5	-14	-0.1	3	1	-3	2.9	17
CCOC(=O)c1sc(NC(=O)CSc2n[nH]c(C)n2)nc1C	-10	-1	27	0.8	-14	1	-1	1.3	3
O=C(Nc1nnc(C2=COCCO2)o1)c1cccc(F)c1	-1	-7	1	-0.2	-6	0	-1	0.5	11
CCN(CC(=O)Nc1ccc(C)c(F)c1)CC(=O)NC(C)C	-3	2	-20	-0.4	-24	1	0	0.1	-10
COc1ccccc1N(C)S(=O)(=O)c1ccc(Cl)c(C(=O)Nc2cccc(C)n2)c1	-12	16	18	-0.2	-25	1	-3	-0.1	-14
NS(=O)(=O)c1cccc(NC(=O)CN2CCc3ccccc32)c1	-8	-12	-15	0.1	14	1	-3	1.2	9
Cc1cc(C)c(NC(=O)NC(=O)c2ccc(F)cc2)c(C)n1	-5	2	24	1.1	0	1	-1	1.6	10
O=C(CCNS(=O)(=O)c1ccccc1)N1CCN(C(c2ccccc2)c2ccccc2)CC1	-4	6	-23	-0.9	-11	1	-6	0.4	-2
COc1cc(OC)cc(C(=O)NCCC(c2ccccc2)c2ccccc2)c1	-18	0	1	-1.0	1	2	-3	6.1	-5
COc1ccc(S(=O)(=O)NC2CC2)cc1-n1cnnn1	-9	-9	8	0.6	3	4	-6	0.8	16
COc1ccccc1CC(=O)NC(=O)c1ccccc1O	-11	0	-14	0.0	4	1	-4	-0.1	-3
Cc1ccc2c(=O)n3c(nc2c1)C(Cc1ccccc1)NC(=O)c1ccc(Cl)cc1-3 (stereo unspecified)	-2	·	16	·	-19	16	·	3.1	·
Cc1cc(C)cc(NC(=O)Cn2nnc(C(=O)NCc3ccc4c(c3)OCO4)c2N)c1	-1	-11	-3	0.3	11	3	-1	0.4	4
COc1ccc(Cl)cc1NC(=O)C1CCN(C(=O)Nc2ccccc2)CC1	-3	-25	-4	3.8	-14	5	-4	1.5	18
O=[N+]([O-])c1ccccc1C=NNC(=S)NN=Cc1ccccc1[N+](=O)[O-]	·	-1	41	-0.7	·	3	-5	·	13
